BoNT-F LC inh: blocks Botulinum neurotoxin F light chain protease. inhibition, % at 10 µM. 360,000 tested, 0.22% active. Multiplex microsphere protease cleavage assay, flow cytometry; in the data active means inhibition above about 35%, passing the limit was not always enough; inconclusive means no clear call, values can overlap the other calls; further: plate controls were buffer without enzyme for full effect and enzyme alone for no effect
Anthrax LF prot: anthrax lethal factor protease inhibition. multiplex microsphere protease cleavage assay, LF. P15917. 360,000 tested, 0.12% active. AID 588501. inhibition, % at 10 µM; further: plate controls were buffer without enzyme for full effect and enzyme alone for no effect
PfHsp40 yeast: compounds rescuing yeast from Plasmodium falciparum HSP40 toxicity; growth rescue, % at 12.5 µM; S. cerevisiae expressing PfHsp40, growth rescue, ATP luminescence; 340,000 tested, 0.68% active; AID 504582; in the data active means growth rescue above about 28%, passing the limit was not always enough; inconclusive means no clear call, values can overlap the other calls;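 further: yeast W303a lacking pdr1 and pdr3 grown in galactose medium; growth measured after three days at 30 °C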
TcdB inh: blocks C. difficile toxin B glycohydrolase activity; inhibition, % at 9.99 µM; AID 652162; P18177; 350,000 tested, 0.24% active; TcdB glycohydrolase enzymatic assay, plate reader; in the data active means inhibition above about 10%
FadD28 binding: blocks FadD28 binding to the bisubstrate probe. fluorescence polarization. inhibition, % at 12.5 µM. 360,000 tested, 0.22% active; in the data active means inhibition above about 8.5%, passing the limit was not always enough; inconclusive means no clear call, values can overlap the other calls
CCHF vOTU inh: blocks the CCHF virus ovarian tumor domain protease; CCHFV vOTU protease, Pep-AMC fluorescence; inhibition, % at 11.5 µM; 370,000 tested, 0.55% active; AID 651958; in the data active means inhibition above about 30%; further: 0% = vehicle wells with enzyme and 100% = no enzyme wells
BoNT A protease: BoNT A light chain protease inhibition. multiplex microsphere protease substrate cleavage, flow cytometry. inhibition, % at 10 µM. 360,000 tested, 0.17% active. AID 588499; further: plate controls were buffer without enzyme for full effect and enzyme alone for no effect
PrPC TRFRET: reduces human prion protein on the cell surface; P04156; cell surface PrPC, TR-FRET read-out; inhibition, % at 13.8 µM; 370,000 tested, 0.43% active; AID 720596; in the data active means inhibition above about 24%; further: 0% = median of the test wells and 100% = reference compound wells
Y pestis TopoI: Y. pestis Topo-I inhibition via cleavage products; Y. pestis Topo-I cleavage product accumulation, plate reader; 360,000 tested, 0.064% active; AID 504884; activity, % at 10 µM; in the data active means activity above about 50%, passing the limit was not always enough; inconclusive means no clear call, values can overlap the other calls; further: inactives centre near 2
An asterisk follows results filed as active; ? = inconclusive; · = no result given. Unless noted, no stated cut-off is given here; in the data, active means inhibition above about 30%; inconclusive means no clear call, values can overlap the other calls; inactive means below that. Not a hit list. About 2.3% of those tested had a hit in this group.

SMILES,BoNT-F LC inh,Anthrax LF prot,PfHsp40 yeast,TcdB inh,FadD28 binding,CCHF vOTU inh,BoNT A protease,PrPC TRFRET,Y pestis TopoI
CS(=O)(=O)c1ccc(C2=C(CNC(=O)c3nccs3)[C@H]3CC[C@@H](C2)N3CCOc2ccccc2)cc1,2,3,·,-1.4,-2.2,2,0.0,-7,7
CCCCCCCCc1nnc(N)s1,?,-4,-0.1,0.4,-0.7,-6,-0.8,12,8
N/C(=N\OC(=O)CCCOc1ccccc1)c1ccccn1,-2,0,-0.7,1.8,-1.5,-9,-0.3,2,-1
Cc1c(C)c2c(OCC(=O)NCc3ccncc3)cc3c(c2oc1=O)CCC(C)(C)O3,-6,-1,-0.4,0.6,-0.5,-19,-0.3,-4,-4
O=C(COC(=O)COc1ccc(Br)cc1)Nc1cccnc1Cl,-6,-1,0.7,1.8,-1.4,6,0.2,2,3
COc1ccc(-n2nc(C(=O)NCC(=O)N3CCC4(CC3)OCCO4)c3ccccc3c2=O)c(OC)c1,-3,6,0.2,0.2,1.8,-4,-3.6,-8,1
CN(C)S(=O)(=O)c1ccc(NC(=O)Cn2nc(-c3ccc4c(c3)OCCO4)ccc2=O)cc1,0,-12,-1.1,0.2,-2.2,8,-0.6,-1,5
Cc1cccc(N2CC(C(=O)Nc3ccc4c(c3)OCO4)CC2=O)c1C (stereo not drawn),-5,2,2.3,·,-3.1,-5,-1.6,7,0
O=S(=O)(c1ccc(F)cc1)N1CCN(CCc2ccccc2)CC1,?,13,2.9,2.4,-3.4,-15,2.3,-10,7
CCOc1ccc(Br)cc1S(=O)(=O)N1CCCN(C)CC1,-12,-4,-1.0,0.3,-3.9,-1,-1.1,-7,5
O=C(CNc1ccc(F)cc1)N/N=C/c1c(O)ccc2ccccc12,4,-4,5.0,-0.1,0.2,11,6.7,-5,-19
CC(C)n1cc(C(N)=S)c(=O)n(Cc2ccccc2)c1=O,2,8,-0.8,0.8,-0.5,-4,0.8,1,0
O=C(NC1CCCCC1)c1csnn1,-4,-5,1.3,1.4,0.3,11,-0.3,-10,2
Cc1ccc(-c2nc3ncccc3o2)cc1NC(=O)c1sc2ccccc2c1Cl,-4,-3,-0.6,0.7,-1.9,-6,0.6,-6,-3
CCc1nnc(N2C(=O)c3ccccc3C2(O)c2ccccc2)s1 (stereo not drawn),1,2,-0.5,3.2,-1.2,2,-0.7,2,6
CCCCc1ccc(NC(=O)OC)cc1,-8,-3,2.0,·,-1.8,-2,-1.1,3,-6
Cc1cc(=O)oc2c3c(cc(OCC(=O)NCc4ccncc4)c12)OC(C)(C)CC3,9,0,-0.9,-0.3,-2.4,-204,0.6,3,18
O=C1NC(=O)C(CCc2ccncc2)(Cc2cccc(Cl)c2Cl)C(=O)N1c1ccc(Br)cc1 (stereo not drawn),4,4,19,·,-3.9,11,0.5,20,7
CCNCCNc1ccc(Cl)cc1[N+](=O)[O-],-8,1,-1.1,·,-3.8,-3,0.5,-18,3
CCN(C(=O)COC(=O)/C=C/c1ccc(O)c(OC)c1)C1CCS(=O)(=O)C1 (stereo not drawn),1,1,-0.6,9.4,-4.5,1,-0.5,-4,-1
CCN(C(=O)c1cccc(Br)c1)C1CCS(=O)(=O)C1 (stereo not drawn),7,3,0.4,-7.6,0.1,3,0.8,8,-7
Cc1ccc(S(=O)(=O)n2nc(OC(=O)c3c(-c4ccccc4Cl)noc3C)cc2N)cc1,-6,-6,0.3,·,-3.6,8,-0.8,0,10
O=C(Cn1cc(C(F)(F)F)ccc1=O)OCC(=O)c1ccc[nH]1,-10,-9,-0.5,-0.4,-3.1,3,-0.5,-2,0
CCc1cc(C(=O)N2CCCC(N3CCN(c4cccc(C(F)(F)F)c4)CC3)C2)n(C)n1 (stereo not drawn),0,0,-1.8,-1.4,0.1,20,-1.1,15,8
COC(=O)c1ccccc1NC(=O)CSc1nnc(-c2ccoc2C)n1C,11,0,0.2,·,0.3,1,1.1,5,10
CS(=O)(=O)N(CC(=O)NCc1ccc2c(c1)OCO2)c1ccccc1,-8,0,0.4,·,-2.7,-8,-0.3,-5,7
O=C(Nc1ccc(C(=O)O)cc1)/C(=C\c1ccc(F)cc1)NC(=O)c1ccco1,4,-1,-1.0,-3.6,1.0,-8,0.9,7,-4
Cc1cccc(OCCn2c(=O)n(C)c3ccccc32)c1,-1,3,0.3,4.2,-0.7,-4,-1.0,1,18
CCN(CC)CCOC(=O)C12CC3CC(CC(C3)C1)C2,5,-2,-0.1,·,-0.9,17,-0.6,1,-3
Cc1ccccc1-c1cc2nc(NCc3cccnc3)n(C)c(=O)c2s1,4,-1,·,-0.1,-9.9,-1,0.1,10,9
CSc1ccccc1OCc1cc(C(=O)N2CCNC(=O)C2)no1,6,2,0.8,0.2,-2.6,-8,2.2,-1,6
COc1ccc2oc(=N)c(C(=O)Nc3ccc(C)cc3)cc2c1,13,-6,-1.8,0.2,0.1,-9,-1.4,-4,8
COC(=O)CCc1sc(NC2CCCCC2)nc1-c1ccc(OC)cc1,-12,-1,0.5,·,-2.2,3,-0.7,-1,6
c1ccc(N2CCN(c3nc4ccccc4n4nnnc34)CC2)cc1,-14,0,2.2,·,-1.9,4,2.4,-1,-2
O=C(CSc1nnnn1-c1ccccc1)NC(=O)Nc1ccc2c(c1)OCCO2,10,-2,0.9,·,1.6,-16,0.0,-10,5
CN(C(=O)c1cccc(NC(=O)Cc2ccc(NC(=O)C3CCCN(S(=O)(=O)c4cccc([N+](=O)[O-])c4)C3)cc2)c1)C1CCC1 (stereo not drawn),-3,-2,-1.2,0.9,-2.6,-1,0.0,-8,2
NC(=O)C1CCN(CC(=O)Nc2nc(-c3ccccc3)cs2)CC1,1,-1,0.3,1.7,-0.2,-17,3.1,0,-7
CCc1[nH]nc(C(=O)NC2CCCc3c2cnn3-c2cc(C)cc(C)c2)c1C (stereo not drawn),2,0,-0.5,0.3,-3.5,1,1.1,4,26
O=C(CCS(=O)(=O)c1ccc(F)cc1)N1CCOCC1,8,2,0.2,-1.0,-2.3,-6,0.5,4,-1
O=C(C=Cc1cccnc1)c1ccccc1,8,-2,1.4,0.6,-5.1,4,0.5,1,0

Eight neighbouring entries already listed, quoted:
SMILES,BoNT-F LC inh,Anthrax LF prot,PfHsp40 yeast,TcdB inh,FadD28 binding,CCHF vOTU inh,BoNT A protease,PrPC TRFRET,Y pestis TopoI
COC(=O)CCc1sc(NC2CCCCC2)nc1-c1ccc(OC)cc1,-12,-1,0.5,·,-2.2,3,-0.7,-1,6
c1ccc(N2CCN(c3nc4ccccc4n4nnnc34)CC2)cc1,-14,0,2.2,·,-1.9,4,2.4,-1,-2
O=C(CSc1nnnn1-c1ccccc1)NC(=O)Nc1ccc2c(c1)OCCO2,10,-2,0.9,·,1.6,-16,0.0,-10,5
CN(C(=O)c1cccc(NC(=O)Cc2ccc(NC(=O)C3CCCN(S(=O)(=O)c4cccc([N+](=O)[O-])c4)C3)cc2)c1)C1CCC1 (stereo not drawn),-3,-2,-1.2,0.9,-2.6,-1,0.0,-8,2
NC(=O)C1CCN(CC(=O)Nc2nc(-c3ccccc3)cs2)CC1,1,-1,0.3,1.7,-0.2,-17,3.1,0,-7
CCc1[nH]nc(C(=O)NC2CCCc3c2cnn3-c2cc(C)cc(C)c2)c1C (stereo not drawn),2,0,-0.5,0.3,-3.5,1,1.1,4,26
O=C(CCS(=O)(=O)c1ccc(F)cc1)N1CCOCC1,8,2,0.2,-1.0,-2.3,-6,0.5,4,-1
O=C(C=Cc1cccnc1)c1ccccc1,8,-2,1.4,0.6,-5.1,4,0.5,1,0

More compounds:
SMILES,BoNT-F LC inh,Anthrax LF prot,PfHsp40 yeast,TcdB inh,FadD28 binding,CCHF vOTU inh,BoNT A protease,PrPC TRFRET,Y pestis TopoI
O=C(CNC(=O)c1ccc(Br)o1)NNC(=O)c1ccccc1O,?,-2,-1.2,1.1,-2.2,0,-0.8,-1,7
CCCCC(=O)NNC(=S)NC(=O)c1ccc([N+](=O)[O-])cc1,-6,-7,-0.1,9.9,-0.3,-2,-1.2,-10,2
O=C1CC(=O)N(c2ccc(Cl)cc2)C(=O)N1,?,-17,-0.3,0.5,0.6,5,5.4,8,-4
CCC(CC)C(=O)Nc1cc([N+](=O)[O-])ccc1Cl,-4,0,2.0,1.8,-2.6,-14,0.2,-6,0
CCCC(C)NC(=O)CN1C(=O)c2cccc3cccc1c23 (stereo not drawn),-1,16,-1.7,-0.7,-3.1,1,-1.1,-6,1
O=C(Nc1c(-c2ccccc2)nc2ccccn12)c1cccs1,-4,-2,-0.3,·,-0.3,-11,-0.8,7,-4
CN(CCOc1ccccc1)c1ccc(S(=O)(=O)N2CCCCC2)cn1,-5,-2,4.0,·,-2.0,-3,-0.3,1,3
COc1ccc(F)cc1S(=O)(=O)N1CC(C)CC(C)C1 (stereo not drawn),-3,-5,-1.3,·,-1.9,8,-0.6,-7,7
COc1ccccc1C(=O)NCCC(=O)NC1CCCC(C)C1C (stereo not drawn),2,-4,-0.3,1.9,-3.7,-5,-0.4,-5,4
O=C(Oc1ccc(C(=S)N2CCOCC2)cc1Cl)c1ccccc1F,·,·,0.4,0.7,0.4,-17,·,8,2
COc1cccc(-c2csc(N3CCN(C(=S)Nc4cccc(Cl)c4)CC3)n2)c1,-15,-10,2.0,0.8,-1.7,-9,-3.0,-4,1
CCOC(=O)C(C#N)(Cc1cc(OC)cc(OC)c1)Cc1cc(OC)cc(OC)c1,2,-2,4.8,·,-7.2,-3,0.5,3,31
CC(=O)N/C(=C\c1ccccc1)C(=O)OCC(=O)Nc1ccc(C)c(S(=O)(=O)N(C)C)c1,-6,-5,0.2,0.8,-0.9,12,-0.6,-5,9
CCOc1ccc(C2/C(=C(/O)c3ccc(OC)cc3)C(=O)C(=O)N2c2cc(C)on2)cc1OC (stereo not drawn),-3,-1,1.0,·,-3.1,2,-0.3,1,-7
O=C(NCC(=O)N(c1cccc(F)c1)C(C(=O)NC1CCCC1)c1ccncc1)c1cccs1 (stereo not drawn),-4,4,1.8,-0.1,-1.5,8,1.0,-1,2

Screening results deposited in PubChem by several laboratories.
